Source: PubChem BioAssay
Mito fusion act – qHTS Assay for Small Molecule Inhibitors of Mitochondrial Division or Activators of Mitochondrial Fusion | S. cerevisiae fusion-defective mutant growth rescue, CellTiterGlo 48 h | Potency, µM (highest dose often 46.1 µM), for the others: at the highest dose growth rescue (activation), hits mostly activators | 0.23% of 320,000 active;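 also: potency is read from the fitted curve at half-maximal effect; % of control where 0% means no effect; nearly all actives have a fitted effect of over 45% in size; temperature-sensitive fusion mutants such as fzo1-1 at 37 °C on non-fermentable ethanol glycerol medium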
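S. cerevisiae fusion-defective temperature-sensitive mutants (e.g. fzo1-1, mgm1-5) grown 48 h at 37C in YPEG (ethanol/glycerol non-fermentable) medium with 23 nl compound per well; growth rescue read as CellTiterGlo luminescence.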
a7 integrin act – qHTS for Activators of Integrin-Mediated Alleviation for Muscular Dystrophy | 0.064% of 350,000 active | Potency, µM (highest dose often 38.3 µM), for inactives: top-dose activation, most hits filed as activators | alpha7betagal myoblasts, beta-gal FDG fluorescence, 48 h;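 also: potency is read from the fitted curve at half-maximal effect; 100% = response of the positive control SU9516; nearly all actives have a fitted effect of over 60% in size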
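alpha7betagal+/- myoblasts (passage 13, 250/well) treated 48 h at 37C with compounds at 1:260 dilution of DMSO stock. Lysed, then beta-galactosidase activity read as FDG fluorescence (ex 480/em 540) after 30 min, with pre-read for autofluorescence.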
TCR activator – Activators of T cell receptors: qHTS campaign. primary human leukocytes, anti-CD3, IL-2 HTRF, 48 h. Potency, µM (top dose mostly 9.22 µM), for inactives: at the highest dose activation of IL-2 secretion, actives largely listed as activators. 330,000 tested, under 10 active; also: % of control where 0% means no effect
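Readout: HTRF IL-2, Eu-cryptate/d2 antibody pair, 320nm excitation, 665nm emission. Stimulus: a-CD3 beads, no co-stimulation. Cells: primary human leukocytes. Exposure: 48 hr with compound.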
Tb PFK inh – qHTS Assay to Find Inhibitors of T. brucei phosphofructokinase; 0.17% of 330,000 active; ATP-dependent 6-phosphofructokinase (Trypanosoma brucei brucei), O15648; Potency, µM (series often up to 57.5 µM), for the others: at the highest dose activity, negative = inhibition, hits mostly inhibitors; T. brucei PFK, ADP-Glo luminescence;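 also: potency is read from the fitted curve at half-maximal effect; 0% = uninhibited 1x PFK enzyme wells and -100% = no-enzyme wells; nearly all actives have a fitted effect of over 60% in size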
Target sequence (O15648 whole entry, looked up): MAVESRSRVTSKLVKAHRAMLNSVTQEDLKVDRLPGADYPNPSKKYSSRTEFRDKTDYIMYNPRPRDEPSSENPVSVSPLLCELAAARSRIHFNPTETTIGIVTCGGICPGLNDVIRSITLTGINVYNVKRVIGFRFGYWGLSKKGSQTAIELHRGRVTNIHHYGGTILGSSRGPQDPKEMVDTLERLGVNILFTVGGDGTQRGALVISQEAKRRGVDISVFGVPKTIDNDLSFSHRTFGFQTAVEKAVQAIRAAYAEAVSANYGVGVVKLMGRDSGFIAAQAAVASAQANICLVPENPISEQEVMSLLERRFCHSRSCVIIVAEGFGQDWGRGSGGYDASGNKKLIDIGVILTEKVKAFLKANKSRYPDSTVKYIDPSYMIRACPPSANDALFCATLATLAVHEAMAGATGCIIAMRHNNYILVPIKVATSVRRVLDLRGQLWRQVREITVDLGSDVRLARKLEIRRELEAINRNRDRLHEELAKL
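Activity is normalized to no-enzyme wells (full inhibition) and 1.25 nM enzyme wells (no inhibition). Reaction: 0.5 mM F6P, 0.1 mM ATP, 45 min RT, ADP-Glo luminescence; concentration-response curves fitted and classed by quality.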
ELG1 repair inh – qHTS screen for small molecules that inhibit ELG1-dependent DNA repair in human embryonic kidney (HEK293T) cells expressing luciferase-tagged ELG1. HEK293T ELG1-luciferase reporter, luminescence, 16 h; DNA damage induced by 5-fluorouridine. 2.3% of 330,000 active. Potency, µM (top dose mostly 46.1 µM), without a hit: at the top dose activity change, negative = inhibition, actives largely listed as inhibitors. AID 504467, 2011; also: potency is read from the fitted curve at half-maximal effect; % is scaled to controls: 0 for no effect and ±100 for the full control effect; nearly all actives have a fitted effect of over 55% in size
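Step one: seed 2,000 cells per well. Step two: pin-transfer compound or DMSO alongside 5-fluorouridine. Step three: incubate 16 hr, 37 °C, 5% CO2. Step four: add ONE-Glo, wait 30 min, read luminescence.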
TSHR antag – Antagonists of the Thyroid Stimulating Hormone Receptor: HTS campaign. Thyrotropin receptor (Homo sapiens), P16473. activity change, negative = inhibition, % at 11.5 µM. TSHR-expressing cells, TSH-stimulated cAMP HTRF, 2 h; active compounds read low. 0.2% of 330,000 active;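 active = activity change below a set negative limit, meaning inhibition stronger than a set level, cut at about -70% in these data; inconclusive = activity change between two set negative limits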; also: % is scaled to controls: 0 for no effect and ±100 for the full control effect
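TSHR-expressing cells were treated with compounds, then stimulated with TSH at EC80 (4nM final) for 2 hours at 37 deg C. Cellular cAMP was measured by HTRF competition between lysate cAMP and cAMP-d2 for a cryptate-labelled anti-cAMP antibody.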
ASM inhibitor – Inhibitors of Secretory Acid Sphingomyelinase (S-ASM): qHTS | AID 504937, 2011 | Potency, µM (series often up to 57.5 µM), for the others: top-dose activity change, negative = inhibition, hits mostly inhibitors | placental ASM, HMU-PC fluorogenic substrate, 60 min | 0.006% of 340,000 active; also: potency is read from the fitted curve at half-maximal effect
Target sequence (P17405 47-631 limits assumed): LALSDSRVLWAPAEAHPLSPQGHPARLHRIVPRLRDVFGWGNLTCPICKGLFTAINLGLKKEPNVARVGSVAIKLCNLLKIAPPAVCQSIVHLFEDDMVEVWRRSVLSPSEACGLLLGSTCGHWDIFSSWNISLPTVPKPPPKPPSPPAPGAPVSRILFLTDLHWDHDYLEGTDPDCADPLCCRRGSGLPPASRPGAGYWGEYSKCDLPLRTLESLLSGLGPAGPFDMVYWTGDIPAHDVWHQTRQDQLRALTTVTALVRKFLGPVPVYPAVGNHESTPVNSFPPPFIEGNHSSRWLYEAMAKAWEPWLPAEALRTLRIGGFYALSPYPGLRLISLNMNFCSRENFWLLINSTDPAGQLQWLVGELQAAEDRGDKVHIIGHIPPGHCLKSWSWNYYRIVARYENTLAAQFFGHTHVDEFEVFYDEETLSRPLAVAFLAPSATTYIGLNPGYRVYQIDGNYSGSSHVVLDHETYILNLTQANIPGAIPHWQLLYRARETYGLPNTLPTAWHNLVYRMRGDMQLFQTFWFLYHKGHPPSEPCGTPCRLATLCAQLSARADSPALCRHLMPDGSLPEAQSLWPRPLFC
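qHTS format. ASM enzyme prepared from human placenta hydrolyses the fluorogenic substrate HMU-PC0 (9 uM final) over 60 min at 37 °C after a 10 min compound preincubation.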
TSG101-PTAP inh – qHTS Assay for Iinhibitors of HIV-1 Budding by Blocking the Interaction of PTAP/TSG101; Tumor susceptibility gene 101 protein (Homo sapiens), Q99816; Fluorescence polarization, FITC-PTAP peptide / Tsg101 binding; Potency, µM (series often up to 115 µM), inactives show top-dose activity change, negative = inhibition, most hits filed as inhibitors; 340,000 tested, under 10 active; AID 493005, 2010; active = well fitted inhibition curve with a large enough effect in the main read-out, with a control signal flat, not every such curve was filed as active; inconclusive = small, poorly fitted or top-dose-only effect, or effect the other way, or a change in a side signal; inactive = no such curve, though single readings can be large or run the other way; also: potency is read from the fitted curve at half-maximal effect; % of control where 0% means no effect
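FP read-out: FITC-PTAP peptide, 50 nM final, binding Tsg101 binding domain, 10 uM final; 20 min, r.t.; 10 mM HEPES pH 7.5, 0.15 M NaCl, 0.01% Tween 20, 3 mM EDTA, 0.1 mM TCEP.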
Chronic BCR inh – qHTS Assay to Find Inhibitors of Chronic Active B-Cell Receptor Signaling. ABC-DLBCL IkBa-CBG/CBR reporter, luminescence ratio, 4 h. Potency, µM (titrated, usually from 46.1 µM), inactives show top-dose ratio change, negative = lower green/red ratio, usual class: inhibitors. 0.05% of 340,000 active; active = well fitted inhibition curve with a large enough effect in the signal ratio, with a control signal flat, not every such curve was filed as active; inconclusive = small, poorly fitted or top-dose-only effect, or effect the other way, or a change in a side signal; the % refers to the signal ratio;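 also: potency is read from the fitted curve at half-maximal effect; plate controls were basal doxycycline-induced cells for no effect and cells given 10 µM MG132 for full effect; MG132 reads +100%, hits lower the ratio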
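TMD8 human ABC-DLBCL cells with doxycycline-inducible IκBα–green luciferase fusion and unfused red luciferase, in 0.5% FBS medium; compounds up to 46 uM, 4 h at 37C. Green/red luminescence ratio, filter-overlap corrected, fitted to concentration-response curves.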
Eya2 phos inh – qHTS Assay for Inhibitors of the Phosphatase Activity of Eya2. AID 488837, 2010. Potency, µM (highest dose often 76.9 µM), without a hit: at the top dose activity, negative = inhibition, usual class: inhibitors. Protein phosphatase EYA2 (Homo sapiens), O00167. recombinant Eya2, OMFP fluorescence dephosphorylation (OMFP is methylfluorescein phosphate). 0.006% of 330,000 active; also: potency is read from the fitted curve at half-maximal effect; % is scaled to controls: 0 for no effect and ±100 for the full control effect
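Eya2 protein (added as 0.2 uM solution) was preincubated with compound for 10 min at ambient temperature in 50 mM HEPES pH 7.5, 50 mM NaCl, 5 uM MgCl2, 0.05% BSA, 1 mM DTT. OMFP (added at 50 uM) then reacted 10 min; fluorescence read at 485/525 nm.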
AT treatment – qHTS Assay for Identifying a Potential Treatment of Ataxia-Telangiectasia; […] A-T fibroblasts, KAP-1 phosphorylation AlphaLISA; neocarzinostatin DNA damage 30 min before lysis; Potency, µM (series often up to 57.5 µM), without a hit: at the highest dose activation, actives largely listed as activators; 0.19% of 320,000 active; AID 485349, 2010; also: potency is read from the fitted curve at half-maximal effect; % of control where 0% means no effect; nearly all actives have a fitted effect of over 45% in size
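ATM-like activity read as KAP-1 phosphorylation via AlphaLISA donor/acceptor antibody pairs after lysis and 6 hr at 25C. Cells were ATM-null patient fibroblasts ([…], hTERT), dosed 60 min, then exposed to the DSB inducer NCS for 30 min.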
An asterisk follows results filed as active; i = inactive; u = inconclusive; x = not tested or not shown; [ ] = dose if it differs, or a comment. Unless noted, calls follow the shape of the dose curve; as a rule, active = well fitted curve in the direction sought with a large enough effect; inconclusive = small, poorly fitted or top-dose-only effect, or another doubt; inactive = no such curve, though single readings can be large; an effect the other way counts as inactive or inconclusive.

SMILES	Mito fusion act	a7 integrin act	TCR activator	Tb PFK inh	ELG1 repair inh	TSHR antag	ASM inhibitor	TSG101-PTAP inh	Chronic BCR inh	Eya2 phos inh	AT treatment
Cc1ccc(NC(=O)CN(C)C(=O)c2ccccn2)cc1	-3%	30%	-8%	6%	4%	0	2%	-1%	4%	-4%	13%
O=C(Nc1cc([N+](=O)[O-])ccc1Cl)C1CC1	-1%	29%	-2%[46.1 µM]	0%	10%	11	0%	1%	-1%	-1%	-3%
CC(NCC1(N2CCOCC2)CCCCC1)C(=O)Nc1ccc(Cl)cc1Cl (configuration not stated)	4%	-28%	5%	-5%	u	-3	-1%	-1%	10%	-13%	23%
COc1ccc2[nH]c(=O)cc(C(=O)O)c2c1	-1%	23%	-3%	-11%	-1%	9	330%[activator]	-2%	4%	-1%	0%
COc1ccc(S(=O)(=O)NCC2CCCN(C(=O)c3ccccc3)C2)cc1 (configuration not stated)	-5%	9%	2%	-8%	-10%	2	1%	-2%	6%	-1%	1%
Cc1ccc(-c2cc(C(=O)Nc3sc4c(c3C(=O)NCc3ccco3)CCC4)[nH]n2)c(O)c1	-1%	1%	-10%[46.1 µM]	4%	u	-2	132%[activator]	4%	-8%	5%	x
O=C(CN1CCOCCOCCOCC1)Nc1ccccc1	-2%	18%	x	-1%	15%	8	0%	-2%	-12%	23%	2%
O=C(NCc1ccco1)C1CCN(C(=O)c2cc3sccc3n2Cc2ccc(F)cc2)CC1	u	-19%	-2%	-7%	u	6	0%	-7%	u	-30%	x
CCN(Cc1ccccc1)C(=O)C1CCN(C(=O)Nc2ccccc2)CC1	-1%	u	0%	-3%	-7%	6	1%	-1%	0%	-5%	5%
COc1ccc(NC(=O)CSc2nnc(-c3cccnc3)s2)cc1	0%	-29%	1%	1%	1%	4	-1%	-2%	0%	3%	-4%
O=C(Nc1ccc(Cc2nc3ccccc3s2)cc1)c1ccncc1	4%	-34%	-6%	0%	u	-10	-4%	-1%	-7%	-9%	-5%
COc1ccc(C(=O)Nc2nc(C)cc(C)n2)cc1[N+](=O)[O-]	-4%	-4%	0%[46.1 µM]	6%	5%	12	-1%	-1%	-6%	1%	13%
O=C(NCc1ccc(S(=O)(=O)NC2CCCCC2)s1)c1ccccc1	-20%	u	-22%	-1%	17%	8	-3%	0%	-2%	11%	-7%
O=C1CN(C(=O)c2ccccc2Cl)c2ccccc2N1	1%	-8%	4%	0%	3%	6	-1%	-5%	5%	3%	-8%
COc1ccc(Cn2nnnc2C(c2ccc(N(C)C)cc2)N2CCC(C)CC2)cc1 (configuration not stated)	2%	-30%	4%	1%	-22%	-5	1%	0%	-7%	-7%	-2%

Among those listed so far, these contain a halogen:
SMILES	Mito fusion act	a7 integrin act	TCR activator	Tb PFK inh	ELG1 repair inh	TSHR antag	ASM inhibitor	TSG101-PTAP inh	Chronic BCR inh	Eya2 phos inh	AT treatment
O=C(Nc1cc([N+](=O)[O-])ccc1Cl)C1CC1	-1%	29%	-2%[46.1 µM]	0%	10%	11	0%	1%	-1%	-1%	-3%
CC(NCC1(N2CCOCC2)CCCCC1)C(=O)Nc1ccc(Cl)cc1Cl (configuration not stated)	4%	-28%	5%	-5%	u	-3	-1%	-1%	10%	-13%	23%
O=C(NCc1ccco1)C1CCN(C(=O)c2cc3sccc3n2Cc2ccc(F)cc2)CC1	u	-19%	-2%	-7%	u	6	0%	-7%	u	-30%	x
O=C1CN(C(=O)c2ccccc2Cl)c2ccccc2N1	1%	-8%	4%	0%	3%	6	-1%	-5%	5%	3%	-8%

Other entries:
SMILES	Mito fusion act	a7 integrin act	TCR activator	Tb PFK inh	ELG1 repair inh	TSHR antag	ASM inhibitor	TSG101-PTAP inh	Chronic BCR inh	Eya2 phos inh	AT treatment
N#Cc1ccccc1OCC(=O)Nc1ccc2c(c1)OCCO2	2%	25%	3%	-3%	u	6	5%	1%	0%	5%	-2%
Cc1cccc(OCC(=O)Nc2ccc3c(c2)nc(CN2CCCCC2)n3C)c1	-6%	26%	-2%	1%	-4%	0	16%	-4%	u	6%	-3%
Cc1ccc2nc(N3CCN(Cc4nnnn4C4CCCC4)CC3)c(C#N)cc2c1	20%	-6%	9%[46.1 µM]	-6%	u	-17	27%	-2%	3%	6%	x
Cc1c(NC(=O)COc2ccc3ccc(=O)oc3c2)c(=O)n(-c2ccccc2)n1C	-3%	2%	0%	1%	11%	9	i	-7%	1%	10%	0%
COC(=O)C/C=C/[C@@H](C)[C@@H](/C=N/OC[C@H]1O[C@H](c2ccccc2)C=C[C@@H]1Oc1ccc(OC)cc1)NS(=O)(=O)c1ccc(C)cc1	-3%	x	x	3%	u	-4	x	x	0%	-5%	19%
CSc1ccccc1NC(=O)CN(Cc1ccc(Cl)cc1)S(C)(=O)=O	17%	0%	2%	-2%	-24%	-12	-6%	-19%	3%	-7%	-2%
COc1ccc(N2CCN(C(C)=C3C(=O)c4ccccc4C3=O)CC2)cc1	1%	0%	2%	0%	1%	-13	0%	-1%	-3%	-3%	-4%
O=S(=O)(Cc1ccccc1)N1CCC(N2CCN(c3ccccc3)CC2)CC1	-1%	4%	-2%	2%	-5%	-3	-2%	-5%	-1%	9%[15.4 µM]	-5%
CCCCOc1ccc(/C=C/C(=O)OCC(=O)c2c(N)n(C)c(=O)n(C)c2=O)cc1OCC	-7%	-22%	-1%	-5%	6%	15	5%	-9%	-13%	5%	5%
CC1(c2ccccc2)NC(=O)N(N)C1=O (configuration not stated)	6%	17%	-4%	3%	14%	10	9%	0%	3%	u	0%
O=C(COC(=O)c1ccccc1SCC(=O)N1CCCC1)NCc1ccccc1	0%	-4%	-2%	-2%	14%	6	0%	-1%	-5%	20%	0%
CS(=O)(=O)N(Cc1ccccc1)c1ccc(C(=O)Nc2ccc(C(N)=O)cc2)cc1	-4%	34%	-2%	-1%	u	6	6%	0%	5%	0%	-14%
CC(C)c1ccc(N(C(=O)CNC(=O)c2ccco2)C(C(=O)NC2CCCC2)c2cccnc2)cc1 (configuration not stated)	-1%	u	-21%	1%	-6%	5	-2%	0%	1%	-6%	-2%
Cc1nc(C)n(CC(=O)N2CCCC(C(=O)c3ccc(Cl)cc3C)C2)n1 (configuration not stated)	-3%	9%	8%	0%	-4%	-5	3%	-6%	0%	-4%	-2%
Cc1nc2ccccc2c(=O)n1NC(=O)/C=C/c1ccccc1Cl	15%	-30%[inhibitor]	1%	u	-10%	6	-3%	0%	0%	-14%	4%
CC1CC2=C(C(=O)O1)C(C)Nc1ccccc1N2 (configuration not stated)	-1%	6%	-1%[46.1 µM]	-2%	3%	1	6%	-5%	3%	0%	-4%
Cc1cc(C)cc(N2CCCn3c2nc2c3c(=O)n(CCN3CCOCC3)c(=O)n2C)c1	3%	-28%	0%	-4%	6%	-2	-3%	1%	-1%	8%	-7%
